CAL PDZ FP-1: blocks peptide binding to human CAL PDZ domain | 330,000 compounds, 0.02% hits | inhibition, % at 20 µM | AID 504414 | Q9HD26 | purified CAL PDZ, TMR-peptide fluorescence polarization, 1 h;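 active = highest replicate inhibition of at least 40%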;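 note: plate controls were DMSO neutral control wells for no effect and unlabeled competitor peptide control wells for full effect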
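System: tagged CAL PDZ domain. Schedule: 1 h room-temperature incubation prior to read. Signal: fluorescence polarization (mP). Measure: percent inhibition from loss of millipolarization.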
SR-BI uptake up: enhances SR-BI lipid uptake from DiI-HDL; CHO ldlA[mSR-BI] cells, DiI-HDL uptake fluorescence, 3 h; 100 = double the neutral-control signal; activation, % at 12.5 µM; 320,000 compounds, 0.096% hits; AID 504775;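 active = mean replicate activation of at least 60% and every replicate at or above 60%; inconclusive = mean or all-replicate condition met, but not both; inactive = mean below 60% and not all replicates reaching 60%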;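 note: 0% = median plate neutral-control signal and 100% = twice that signal; values of inactives mirror those of a sister screen read the other way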
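material = CHO ldlA[mSR-BI] cells | medium = Ham's F12 with 0.5% BSA, HEPES 25 mM, pH 7.4 | reagent = fluorescent DiI-HDL, 10 µg/mL final | compound dosing = single-point compound dose | incubation = 3 h, 37 °C | measured by = bottom-read fluorescence, 550/595 nm | measure = HDL uptake via cellular fluorescence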
cardiac RTF act: increases calcium sensitivity of human cardiac regulated thin filaments. P19429+P45379. AID 493008. activation, % at 7.2 µM. 340,000 compounds, 0.24% hits. IANBD-labeled TnC RTF fluorescence at EC20 calcium; 0% EC20 calcium, 100% full calcium;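 active = activation above the mean over all tested compounds plus 3 SD, cut at about 30% in these data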;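 note: rise in fluorescence read as greater calcium sensitivity of cardiac thin filaments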
CAL PDZ FP-2: CAL PDZ (human) peptide binding inhibition; AID 602252; 300,000 compounds, 0.92% hits; purified CAL PDZ, TMR-peptide fluorescence polarization, 1 h; inhibition, % at 24.9 µM;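 active = mean inhibition of at least 30% with at least half of replicates also reaching 30%; inconclusive = no clear call, values can overlap the other calls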;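 note: 0% = DMSO neutral control and 100% = excess unlabeled competitor peptide PRC23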
Cardiac RTF inh: cardiac RTF calcium desensitization; AID 493244; inhibition, % at 7.15 µM; 340,000 compounds, 0.12% hits; IANBD-labeled cardiac RTF, Ca2+ fluorescence; P19429+P45379;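 active = inhibition above the mean inhibition of all tested compounds plus 3 SD, cut at about 17% in these data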;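 note: assay run at fixed EC70 calcium of 1.6 mM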
Rtt109 Vps75: C. albicans Rtt109 histone acetyltransferase inhibition; Q5AAJ8; purified Rtt109/Vps75, ThioGlo CoA-SH fluorescence, 4 h; inhibition, % at 34.9 µM; 330,000 compounds, 0.16% hits;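 active = inhibition of at least 50% in every replicate; inconclusive = best replicate reaches 50% inhibition but some replicates fall short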
Target sequence (Q5AAJ8 whole entry, looked up): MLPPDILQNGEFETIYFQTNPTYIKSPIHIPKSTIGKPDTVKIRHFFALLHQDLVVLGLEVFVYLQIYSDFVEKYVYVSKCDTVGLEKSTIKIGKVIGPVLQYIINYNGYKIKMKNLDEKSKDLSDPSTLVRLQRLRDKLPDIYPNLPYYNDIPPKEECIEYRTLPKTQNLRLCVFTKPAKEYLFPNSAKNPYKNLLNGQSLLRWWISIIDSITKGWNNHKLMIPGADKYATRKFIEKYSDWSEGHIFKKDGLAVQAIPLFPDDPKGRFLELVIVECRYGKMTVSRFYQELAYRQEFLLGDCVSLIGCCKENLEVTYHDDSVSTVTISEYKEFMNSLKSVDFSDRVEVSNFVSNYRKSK
DAGLB inh: blocks human DAGLB lipase activity; HEK293T DAGLB membrane lysate, EnzChek fluorogenic substrate; inhibition, % at 5.17 µM; 340,000 compounds, 0.059% hits; in the data active = inhibition above about 34%;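 note: 0% = enzyme with vehicle and 100% = wells lacking enzyme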
LANA DNA inh: blocks KSHV LANA C-terminal domain binding to DNA; MBP-C-LANA/FAM-LBS DNA binding, fluorescence polarization; inhibition, % at 9 µM; 340,000 compounds, 0.078% hits; AID 504423;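 active = highest replicate inhibition at or above 60% at 9 µM, even if other replicates fall short; inactive = all replicates below 60% inhibition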;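 note: 0% = neutral control wells and 100% = 4 µM acridine orange control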
PKA-R2B act: activates the human PKA-R2B holoenzyme complex; activation, % at 11.4 µM; P22694+P31323; PKA-R2B holoenzyme dissociation, Cy5-IP20 fluorescence polarization; R2B truncated from residue 108, S112A mutant; 0% DMSO only, 100% 113 µM cGMP; 340,000 compounds, 0.079% hits;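 active = activation above a cutoff set at the mean over all compounds plus 3 SD, cut at about 18% in these data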;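 note: higher means more holoenzyme dissociation and a rise in polarization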
Target sequence (P31323 whole entry, looked up, other chains not shown, the tested form may be a part): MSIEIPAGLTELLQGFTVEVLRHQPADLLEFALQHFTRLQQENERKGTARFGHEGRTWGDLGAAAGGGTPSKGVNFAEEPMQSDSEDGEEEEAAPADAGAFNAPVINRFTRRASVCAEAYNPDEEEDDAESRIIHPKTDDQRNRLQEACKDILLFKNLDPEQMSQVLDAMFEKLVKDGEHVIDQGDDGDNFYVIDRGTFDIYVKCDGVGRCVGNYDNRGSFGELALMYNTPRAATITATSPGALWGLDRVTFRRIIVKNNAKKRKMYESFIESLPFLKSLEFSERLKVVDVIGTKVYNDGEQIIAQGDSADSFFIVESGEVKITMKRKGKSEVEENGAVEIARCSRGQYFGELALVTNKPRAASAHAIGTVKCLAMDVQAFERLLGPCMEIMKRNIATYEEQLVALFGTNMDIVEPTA
Keap1 Nrf2 FP: Keap1-Nrf2 (human) interaction inhibition; Keap1 Kelch-Nrf2 peptide fluorescence polarization, 1536-well; 340,000 compounds, 0.15% hits; Q14145; inhibition, % at 9.4 µM; in the data active = inhibition above about 12%; inconclusive = no clear call, values can overlap the other calls; inactive = below about 7.3%;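 note: human Keap1 Kelch domain with fluorescein labeled Nrf2 9mer peptide probe; 0% = neutral control wells and 100% = peptide positive control; higher means more block of Keap1 binding to Nrf2 peptide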
Active calls of the source: *; u = inconclusive; x = not tested or not shown.

1	C[C@H](NC(=O)c1nc[nH]c1C(=O)NCC(=O)OC(C)(C)C)C(=O)OCc1ccccc1
2	COc1ccccc1/C=C(/C(=O)OCC(=O)Nc1ccc(N(C)C)cc1)c1ccccc1
3	Cc1cccc(NC(=O)c2ccc3[nH]c(=O)c(=O)[nH]c3c2)n1
4	O=C(c1ccccc1)N1CCCCCC1
5	Cc1cccc(-c2nc(S(=O)(=O)c3ccccc3)c(N3CCOCC3)o2)c1
6	Cc1ccc(/C=N/NC(=O)Cc2cccs2)o1

assay / entry,1,2,3,4,5,6
LANA DNA inh,-1.4,-3.2,2.3,2.2,0.9,-0.1
cardiac RTF act,-2,4,1,4,-8,-7
Cardiac RTF inh,-2,-2,-2,3,-29,-5
CAL PDZ FP-1,-0.6,-1.4,-1.6,0.1,-0.2,-3.3
Rtt109 Vps75,15,3,2,2,7,5
DAGLB inh,-2,0,0,1,-4,2
CAL PDZ FP-2,-5,0,x,-3,0,-2
Keap1 Nrf2 FP,2,-2,-5,-6,-4,0
PKA-R2B act,1,-14,-5,-17,2,-6
SR-BI uptake up,13,24,-2,16,-6,9

7	O=C(NCc1ccco1)C1CCCN(S(=O)(=O)c2cccc3cccnc23)C1 (centres undefined)
8	CCOC(=O)N1CCC(NC(=O)CN2C(=O)CSc3ncccc32)CC1
9	CCOC(=O)c1c(C(C)(C)C)oc2ccc(O)cc12
10	CC1CCCCN1CCNC(=O)C1CCN(S(=O)(=O)N2CCCCC2)CC1 (centres undefined)
11	CC(C)C[C@H](NC(=O)c1nc[nH]c1C(=O)N1CCc2ccccc2C1)C(=O)OC(C)(C)C
12	COc1ccccc1C(=O)N/C(=C\c1ccccc1)C(=O)NC(Cc1ccccc1)C(=O)O (centres undefined)

assay / entry,7,8,9,10,11,12
LANA DNA inh,0.1,1.3,1.8,3.6,-2.0,-0.1
cardiac RTF act,-3,9,-4,7,-3,-4
Cardiac RTF inh,-2,-9,1,-10,-35,3
CAL PDZ FP-1,0.4,-1.2,-1.8,0.3,0.4,-1.2
Rtt109 Vps75,2,-15,u,-5,11,9
DAGLB inh,-1,0,1,2,-5,0
CAL PDZ FP-2,0,x,1,-3,-1,4
Keap1 Nrf2 FP,-1,3,-2,2,-1,-5
PKA-R2B act,2,7,-5,0,-8,-1
SR-BI uptake up,8,-3,-1,6,-18,x

13	Cc1ccc(CCNC(=O)CNS(=O)(=O)c2ccc3nc(C)sc3c2)cc1
14	CCOC(=O)c1cnc2c(C)c(Cl)ccc2c1N1CCOCC1
15	CC1CCc2cc(F)ccc2N1C(=O)CSc1nnc2c3cc(F)ccc3n(C)c2n1 (centres undefined)
16	Cc1ccccc1OCC(=O)NCCc1nc2ccccc2[nH]1
17	Cc1ccc(S(=O)(=O)N2CCCOC2CNC(=O)C(=O)NCCCn2ccnc2)cc1 (centres undefined)
18	CC(C)n1cc(/C=C2/NC(=O)NC2=O)c2ccccc21

assay / entry,13,14,15,16,17,18
LANA DNA inh,-0.4,-0.5,0.4,-1.8,-1.1,-1.8
cardiac RTF act,-2,16,-3,1,10,5
Cardiac RTF inh,0,-10,-2,-23,0,0
CAL PDZ FP-1,-1.9,-0.4,-2.1,0.0,-0.5,-1.1
Rtt109 Vps75,1,-12,x,1,5,-5
DAGLB inh,-3,1,0,1,2,0
CAL PDZ FP-2,-4,x,-4,-4,-4,x
Keap1 Nrf2 FP,2,-5,4,-5,-3,-3
PKA-R2B act,3,-2,-1,-1,-7,-6
SR-BI uptake up,-2,-34,-10,0,12,-59

19	Cc1[nH]c2ccc(C(=O)OC(C)C(=O)N(C)c3ccccc3)cc2c1C (centres undefined)
20	Cc1ccccc1S(=O)(=O)c1c(C)cc(-c2ccccc2)[nH]c1=O
21	O=C1CC(N2CCN(C/C=C/c3ccccc3)CC2)C(=O)N1Cc1ccc(N2CCCC2=O)cc1 (centres undefined)
22	Cc1cc(C)n(C(=O)/C(C#N)=N/Nc2cc(Cl)cc(Cl)c2)n1
23	O=C(C1CCC(N2C(=O)C3CC=CCC3C2=O)CC1)N1CCCCC1 (centres undefined)
24	Clc1ccc(CNC23CN4CN(CN(C4)C2)C3)c(Cl)c1

assay / entry,19,20,21,22,23,24
LANA DNA inh,0.1,1.3,-2.1,-1.6,2.1,-1.5
cardiac RTF act,-7,7,2,4,9,5
Cardiac RTF inh,1,-5,-9,-1,-4,5
CAL PDZ FP-1,-0.8,x,0.3,-0.4,-0.8,-0.1
Rtt109 Vps75,26,-5,6,8,9,10
DAGLB inh,2,2,0,-2,0,-1
CAL PDZ FP-2,0,-2,0,-4,-1,-1
Keap1 Nrf2 FP,-3,1,-7,-4,0,-3
PKA-R2B act,-11,7,-17,-6,5,-11
SR-BI uptake up,-31,-5,27,-3,4,23

3 records picked at random from the list so far:
13	Cc1ccc(CCNC(=O)CNS(=O)(=O)c2ccc3nc(C)sc3c2)cc1
23	O=C(C1CCC(N2C(=O)C3CC=CCC3C2=O)CC1)N1CCCCC1 (centres undefined)
2	COc1ccccc1/C=C(/C(=O)OCC(=O)Nc1ccc(N(C)C)cc1)c1ccccc1

assay / entry,13,23,2
LANA DNA inh,-0.4,2.1,-3.2
cardiac RTF act,-2,9,4
Cardiac RTF inh,0,-4,-2
CAL PDZ FP-1,-1.9,-0.8,-1.4
Rtt109 Vps75,1,9,3
DAGLB inh,-3,0,0
CAL PDZ FP-2,-4,-1,0
Keap1 Nrf2 FP,2,0,-2
PKA-R2B act,3,5,-14
SR-BI uptake up,-2,4,24

Following part.
25	COc1cc(OC)c(N(C)S(=O)(=O)c2cccc(C(=O)Nc3nc(C)cs3)c2)cc1Cl
26	O=C(N/N=C\C=C\c1ccc2c(c1)OCO2)c1cccnc1
27	CC(=O)c1sc(N/N=C\c2ccc(C)cc2)nc1C
28	COCCn1c(=O)[nH]c(=O)c2c1nc(-c1ccc(-c3ccc(Cl)cc3[N+](=O)[O-])o1)n2Cc1ccccc1
29	COc1ccc(CC(=O)OCC(=O)NCc2ccccc2Cl)cc1
30	CCOc1ccc(NC(=O)CCN2C(=O)C3CCCCC3C2=O)cc1OCC (centres undefined)

assay / entry,25,26,27,28,29,30
LANA DNA inh,-0.3,0.7,-1.5,-0.7,-1.8,2.9
cardiac RTF act,2,-2,-2,8,2,-2
Cardiac RTF inh,-6,-3,12,-10,-9,-8
CAL PDZ FP-1,-0.8,-1.5,-1.4,-3.3,0.4,-2.5
Rtt109 Vps75,-2,7,-5,5,-12,0
DAGLB inh,-2,-1,-3,20,-2,3
CAL PDZ FP-2,-6,0,0,-3,8,5
Keap1 Nrf2 FP,-8,0,-5,-5,5,5
PKA-R2B act,1,-16,1,8,-2,-9
SR-BI uptake up,-21,-1,2,-10,19,-3

31	CCOc1ccccc1NC(=O)CSc1ccc2nnc(-c3cccnc3)n2n1
32	O=C(CCCc1ccccc1)Nc1ccnn1C1CCN(Cc2ccc(CO)o2)CC1
33	O=C(O)CCCC(=O)Nc1ccccc1Br
34	CCOC(=O)C1CCN(c2c(NCCCN(CC)Cc3ccccc3)c(=O)c2=O)CC1
35	COc1ccc(NC(=O)CCN2CCCC(C)C2)cc1 (centres undefined)
36	NNC(=O)CSc1nnc(-c2ccccc2)n1-c1ccccc1

assay / entry,31,32,33,34,35,36
LANA DNA inh,-2.1,1.0,0.1,-1.1,-1.4,1.4
cardiac RTF act,0,0,-2,9,-7,2
Cardiac RTF inh,3,1,6,-11,4,0
CAL PDZ FP-1,-0.1,-0.9,-0.1,-0.4,-1.7,-0.9
Rtt109 Vps75,-2,1,-2,-11,8,28
DAGLB inh,-1,1,-1,0,-1,1
CAL PDZ FP-2,-2,-1,5,0,-2,-2
Keap1 Nrf2 FP,1,-4,-1,-3,-2,-6
PKA-R2B act,-3,-8,-7,2,-20,-3
SR-BI uptake up,-1,-3,14,-10,1,18

37	CCN=c1sc(C(=O)OC)cc(=O)n1CC
38	CC1CCCCN1CC(=O)Nc1cc(S(=O)(=O)N2CCOCC2)ccc1N1CCCC1 (centres undefined)
39	O=C(CN1CCN(c2ccccc2O)CC1)Nc1ccc(S(=O)(=O)N2CCCCCC2)cc1
40	O=c1[nH]nc(Br)c(=O)n1C(c1ccccc1)c1ccccc1
41	Cc1nc(SCC(=O)NC2CCS(=O)(=O)C2)c2c3c(sc2n1)CCCC3 (centres undefined)
42	CCCn1c(N)c(C(=O)CN2CCN(S(=O)(=O)c3cccc(Cl)c3)CC2)c(=O)[nH]c1=O

assay / entry,37,38,39,40,41,42
LANA DNA inh,-0.3,0.0,-0.2,0.2,-0.1,3.4
cardiac RTF act,3,8,-14,-7,10,-5
Cardiac RTF inh,1,-9,8,-4,-5,3
CAL PDZ FP-1,-1.1,-0.1,0.2,-0.8,-2.6,-2.8
Rtt109 Vps75,2,0,10,1,-2,-14
DAGLB inh,0,0,-3,0,-1,4
CAL PDZ FP-2,-3,1,1,-3,-6,-5
Keap1 Nrf2 FP,2,-3,-4,1,4,-4
PKA-R2B act,5,4,-10,3,-12,6
SR-BI uptake up,-17,4,-20,12,5,4

43	Cc1ccc(NC(=O)C2CCN(S(=O)(=O)c3cccs3)CC2)cc1C
44	COc1cccc(CN2CCN(Cc3ccco3)CC2)c1
45	CC(C)c1ccccc1OCCCN1CCCC1
46	Cc1ccccc1NC(=O)NCCCN1CCN(C2CCCCC2)CC1
47	CC(=O)Nc1ccc(NC(=O)C(C)OC(=O)CNS(=O)(=O)/C=C/c2ccc(C)cc2)cc1 (centres undefined)
48	CC1Nc2ncnc(N3CCc4ccccc4C3)c2N(Cc2ccc(Br)cc2)C1=O (centres undefined)

assay / entry,43,44,45,46,47,48
LANA DNA inh,-1.5,-1.0,0.3,-1.4,0.5,-3.0
cardiac RTF act,1,-8,-6,-5,4,2
Cardiac RTF inh,-12,1,1,-1,5,-6
CAL PDZ FP-1,-0.8,-0.6,-1.0,0.2,-1.3,-0.4
Rtt109 Vps75,u,10,0,7,-7,-7
DAGLB inh,-1,1,0,0,0,7
CAL PDZ FP-2,-1,-2,-1,-2,0,2
Keap1 Nrf2 FP,-5,-3,1,-2,-2,-10
PKA-R2B act,10,0,-5,-3,-10,-9
SR-BI uptake up,-12,1,11,-4,6,12

Bioassay records as filed in PubChem BioAssay.
